# Screens (PubChem)
# NCOA2 inhibitor: inhibits human steroid receptor coactivator 2. inhibition, % at 9 µM. HEK293 GAL4-SRC2 luciferase reporter, luminescence. Q15596. 370,000 tested, 0.17% active;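 active = inhibition above the mean inhibition of all tested compounds plus 3 SD, set per campaign, cut at about 52% in these data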;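 also: 0% = DMSO treated cells and 100% = cells given Gossypol at 36 µM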
# Cardio protect: myocardial damage modulation in H9c2 cells; H9c2 cardiomyocytes, H2O2 injury protection, ATPLite, 2 h; protection from H2O2 cell death, % at 20 µM; 360,000 tested, 0.63% active; AID 588492;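 active = compounds giving at least 50% protection of heart cells from peroxide-induced death in the single-dose screen, raw or plate-pattern-corrected value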;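 also: 0% = DMSO wells with peroxide and 100% = DMSO wells without peroxide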
# TLR9-MyD88 block: TLR9-MyD88 interaction inhibition; Q9NR96+Q99836; CHO BLA complementation TLR9-MyD88, CCF4 FRET ratio; inhibition, % at 4.98 µM; 340,000 tested, 0.21% active; AID 504734;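 active = inhibition above the mean over all tested compounds plus 3 SD, cut at about 21% in these data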;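 also: 0% = DMSO only wells and 100% = clavulanate BLA inhibitor control wells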
# NOD2 RIPK2 PPI: blocks binding of human NOD2 to RIPK2 | CHO BLA complementation NOD2-RIPK2, CCF4 ratio | 360,000 tested, 0.38% active | inhibition, % at 4.98 µM | O43353; in the data active = inhibition above about 21%;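 also: 0% = vehicle only and 100% = reference blocker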
# MC4R antag cAMP: antagonists of human melanocortin 4 receptor (MC4R); MC4R-expressing cells, MTII-stimulated cAMP, LANCE TR-FRET; inhibition, % at 6.5 µM; 360,000 tested, 0.48% active;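 active = inhibition above its plate's cutoff, the mean of tested wells on that plate plus 3 SD, cut at about 29% in these data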;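 also: 0% = Melanotan II alone and 100% = Melanotan II plus saturating MCL0020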
# Target sequence (P32245 whole entry, looked up): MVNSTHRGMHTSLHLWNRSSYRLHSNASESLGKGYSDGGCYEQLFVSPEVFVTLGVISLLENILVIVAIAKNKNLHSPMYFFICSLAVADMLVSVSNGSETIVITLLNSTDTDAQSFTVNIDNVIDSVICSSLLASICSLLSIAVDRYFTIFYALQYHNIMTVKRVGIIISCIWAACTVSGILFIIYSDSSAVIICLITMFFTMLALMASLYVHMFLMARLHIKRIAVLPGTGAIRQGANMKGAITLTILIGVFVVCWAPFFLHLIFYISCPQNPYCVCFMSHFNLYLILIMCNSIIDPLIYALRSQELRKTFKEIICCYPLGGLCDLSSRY
#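 material = U2OS cells stably expressing human melanocortin 4 receptor (MC4R) | also added = Melanotan II challenge | dosing = single nominal compound dose of 6.5 µM | detection = TR-FRET with Eu-cAMP and labeled anti-cAMP, 671 nm | replication = singlicate | timing = compound 30 min, challenge 1 h, detection 1 h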
# ABCB6 inh MLPCN: blocks the human ABCB6 transporter; AID 602162; Q9NP58; fluorescence ratio to DMSO, % at 10 µM; K562-ABCB6 porphyrin accumulation, flow cytometry, 1 h; active compounds read low; 360,000 tested, 0.19% active;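 active = fluorescence ratio to DMSO below 75%, the collection mean minus 3 SD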;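 also: signal is porphyrin accumulated inside mitochondria; 100% equals median channel fluorescence of DMSO control wells; lower ratio means ABCB6 inhibition with less porphyrin fluorescence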
# m5-HT2A agonist: activates the mouse 5-HT2A serotonin receptor; CHO-K1 mHTR2A beta-arrestin complementation, luminescence; percent of 30 µM serotonin response; P35363; activation, % at 7.6 µM; AID 624169; 360,000 tested, 0.66% active;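 active = activation above a run cutoff, the mean activation of all tested compounds plus 3 SD, cut at about 14% in these data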;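 also: 0% = plate median of compound wells and 100% = 30 µM serotonin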
# Target sequence (P35363 whole entry, looked up): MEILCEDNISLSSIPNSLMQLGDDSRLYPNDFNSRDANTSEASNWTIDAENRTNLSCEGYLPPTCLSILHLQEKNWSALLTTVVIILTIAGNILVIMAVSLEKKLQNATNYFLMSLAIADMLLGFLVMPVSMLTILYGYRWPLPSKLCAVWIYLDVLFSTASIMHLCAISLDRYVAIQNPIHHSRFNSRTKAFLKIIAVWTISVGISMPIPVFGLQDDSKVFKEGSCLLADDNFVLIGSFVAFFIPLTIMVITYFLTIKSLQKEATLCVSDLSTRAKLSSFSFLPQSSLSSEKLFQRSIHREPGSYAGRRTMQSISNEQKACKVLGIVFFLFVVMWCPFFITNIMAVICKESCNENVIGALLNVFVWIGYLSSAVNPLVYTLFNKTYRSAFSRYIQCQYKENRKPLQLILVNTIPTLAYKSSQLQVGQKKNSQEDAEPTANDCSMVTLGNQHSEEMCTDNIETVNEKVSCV
# MC4R ag barr: agonists of human melanocortin 4 receptor (MC4R) beta-arrestin; AID 540308; P32245; U2OS MC4R beta-arrestin complementation, luminescence; percent of melanotan II response, DMSO zero; 360,000 tested, 0.98% active; activation, % at 8.9 µM;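 active = activation above a per-plate cutoff, the mean activation of sample wells on that plate plus 3 SD, cut at about 8% in these data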
# Glyco luc inh: N-linked glycosylation inhibition; AID 588692; reporter increase, % at 12.5 µM; D54 ERlucT glycosylation luciferase reporter, 24 h; percent of 100 nM tunicamycin response; 360,000 tested, 0.23% active;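 active = mean luciferase reporter signal, scaled so untreated is 0 and the glycosylation-blocking control 100, at or above a set limit in every replicate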;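 also: luciferase carries N-glycosylation sites so blocking glycosylation raises the light; 0% = median of neutral control wells and 100% = median of 100 nM tunicamycin wells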
# ABHD5-PLIN5 inh: blocks binding of human ABHD5 to perilipin-5; Q00G26+Q8WTS1; Split G. princeps luciferase complementation, luminescence, 4 h; inhibition, % at 4 µM; 360,000 tested, 0.78% active; AID 602281;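 active = inhibition above the mean inhibition across every tested compound plus 3 SD, cut at about 22% in these data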;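 also: 0% = DMSO only wells and the 100% control is not disclosed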
# The depositor's hits bear a star; . = not tested or not shown. The list is partial, so the mix of outcomes need not match the whole.
SMILES,NCOA2 inhibitor,Cardio protect,TLR9-MyD88 block,NOD2 RIPK2 PPI,MC4R antag cAMP,ABCB6 inh MLPCN,m5-HT2A agonist,MC4R ag barr,Glyco luc inh,ABHD5-PLIN5 inh
CCCOC(=O)C1C2C=CC(C3CC23)C1C(=O)OCC(=O)c1ccccc1 (stereo not given),11,-2,-5,-4,4,88,1,0.1,-2,5
O=C(NN1C(=O)c2ccccc2C1=O)c1ccc2c(c1)C(=O)N(CC1CCCO1)C2=O (stereo not given),-22,2,-4,-16,3,94,-1,-2.2,-2,0
Cn1nnnc1SCCNCc1ccccc1OCc1ccc(F)cc1,-30,2,-1,-8,22,97,5,0.7,0,0
O=C(O)c1ccc(N=Cc2c(O)ccc3oc4c(c23)CCCC4)cc1,8,62*,12,2,3,98,-3,1.9,-1,-3
CN1CCN(NC(=S)Nc2ccc(OC(F)F)cc2)CC1,-9,-5,-4,0,12,95,-4,0.2,0,-1
O=C(O)CCc1ccc(-c2cccs2)n1CC(=O)Nc1ccccc1C(F)(F)F,-11,-3,-2,-10,-2,93,-4,0.5,2,-3
CSc1ncnc2c1ncn2CCCNCCCN1CCCC1=O,0,-1,4,-3,6,103,-4,1.4,0,7
Cc1c(NC(=O)CSc2nccn2C)c(=O)n(-c2ccccc2)n1C,5,0,-3,-2,-4,96,-1,-1.1,1,-2
CCCC(=O)Nc1c2c(nn1-c1cccc(Cl)c1)CS(=O)(=O)C2,11,6,-1,-7,21,104,6,1.2,-2,0
O=C(NCC[C@@H]1CC[C@@H](NC(=O)c2cnccn2)[C@@H](CO)O1)c1ccc2c(c1)OCO2,-19,.,.,0,.,.,-5,.,.,-5
CCOC(=O)C1CCN(C(=O)c2[nH]c(C(F)(F)F)nc2-c2ccccc2)CC1,7,-2,.,0,.,100,1,.,2,3
Cc1ccsc1/C=N/n1c(-c2cccnc2)n[nH]c1=S,-31,2,-3,-4,3,100,-2,-2.5,2,1
COc1ccc(C(=O)NC(=S)N2CCC(C)CC2)cc1,-23,4,-6,-10,6,92,3,-1.5,0,-5
Cc1[nH]c2ccccc2c1CCN(Cc1cccnc1)C(=S)NC(C)(C)C,7,-2,-22,-6,6,98,0,1.8,-2,9
COc1ccc2c(C)cc(SCC(=O)Nc3ccc(Cl)cn3)nc2c1,7,-1,5,-12,-1,98,1,-2.5,-3,-2
CC1=CC(=O)Nc2ccccc2S1,-9,7,8,-1,-3,118,2,-0.7,-4,2
COc1ccc(CN2C=C3C(=O)C(C)(OC(=O)C4CCCC4)C(=O)C=C3C=C2c2ccsc2)cc1 (stereo not given),5,-1,-1,8,-4,101,1,0.8,1,-7
CN(Cc1nccn1C)C(=O)c1cc(COc2cccc(C(F)(F)F)c2)on1,-17,-4,-12,-2,8,102,-1,0.1,3,7
CCc1cc(C(=O)Cc2ccccn2)c(O)cc1O,-6,4,1,7,-8,96,6,-0.1,2,-1
CS(=O)(=O)c1ccc(Cl)c(NC(=O)CSc2nc3ccccc3c(=O)n2CCCN2CCOCC2)c1,-3,18,8,0,31*,103,11,-0.9,-6,-2
Cc1cc(C)c(NC(=O)CSc2nc(=O)n(CCN3CCOCC3)c3c2CCC3)c(C)c1,-17,-1,4,8,1,98,1,-1.4,3,0
O=C(c1ccc(S(=O)(=O)N2CCCC2)cc1)N1CCCCC1,13,-1,-2,5,13,100,4,-3.5,0,11
CC1=CC(=O)C(C(C)=Nc2ccccc2[N+](=O)[O-])C(=O)O1 (stereo not given),-2,4,1,-1,7,101,4,-3.3,3,2
C[C@H](CO)N1C[C@H](C)[C@H](CN(C)S(=O)(=O)c2cn(C)cn2)Oc2ccc(NC(=O)Nc3ccc(C(F)(F)F)cc3)cc2CC1=O,15,-4,-2,-7,2,101,-3,0.0,60*,-8
O=C(CCn1c(=O)sc2ccccc21)NC1=NCCS1,-8,12,4,-10,-2,98,-2,0.3,1,-4
COc1cc(/C=N/NC(=S)NC2CC3CC2C2C=CCC32)ccc1O (stereo not given),-29,-5,-10,-14,-16,90,-9,9.9*,6,-11
Cc1cc(C(=O)CN2CCCCC2)c(C)n1-c1ccc(F)cc1,-46,2,-2,4,-6,86,6,-2.0,-6,-2
Cc1c(-c2cccc(Cl)c2)nc2ccccc2c1C(=O)NC1CC1,-4,1,-7,-1,20,101,-4,1.6,0,0
O=C(c1ccc([N+](=O)[O-])cc1)N1CCN(C2=NS(=O)(=O)c3ccccc32)CC1,22,6,-12,-1,-5,101,1,1.0,0,1
COc1cc(OC)c(NC(=O)Nc2ccc(OC)c(OC)c2)cc1Cl,-9,0,1,-10,-1,95,3,-0.1,3,4
Cc1nnc(SC(C)C(=O)NCC2CCCO2)s1 (stereo not given),-5,3,-6,-4,15,83,5,-0.6,2,3
O=C(Nc1ccc(OC(F)(F)F)cc1)c1n[nH]c(Cn2cncn2)n1,-7,1,4,1,8,96,0,0.0,2,1
O=C(OCc1nnc(-c2ccccc2)o1)c1cc(S(=O)(=O)N2CCOCC2)c(Cl)cc1Cl,-9,10,-11,-10,-16,108,10,-1.9,5,3
CCc1ccc(C2CC(c3ccccc3Cl)Nc3nc(N)nn32)cc1 (stereo not given),-7,-6,-1,16,7,100,1,19*,3,2
COCCOC(=O)C1=C(N)OC2=C(C(=O)CC(C)(C)C2)C1c1ccncc1 (stereo not given),14,3,-1,3,11,96,1,-0.2,1,6
Cc1onc(-c2ccccc2)c1C(=O)NCCc1ccncc1,-3,-1,11,1,-8,99,-9,0.0,2,10
O=C(CNC(=O)c1cnccn1)Nc1ccc(F)c(F)c1F,-5,3,-1,-1,7,98,6,2.0,-1,2
Cn1c(-c2ccc(F)cc2)cnc1SCC(=O)Nc1ccccc1N1CCOCC1,-42,-12,-3,3,11,91,-2,-1.6,0,1
CCOc1ccc(Br)cc1S(=O)(=O)Nc1cccc(S(=O)(=O)Nc2ccccc2C(=O)O)c1,0,1,-9,-14,-2,96,0,-1.9,-1,-5
CCNC(=S)N1CCC(C(O)(c2ccccc2)c2ccccc2)CC1,14,-4,9,1,1,101,6,-1.5,1,1
O=C(NCc1ccccc1)c1ccccc1-c1nc2ccccc2[nH]1,-20,10,-8,-19,7,102,-6,-1.2,-1,5
O=C(CCn1c2c(c3ccccc31)CCCC2)NNC(=O)c1ccccc1[N+](=O)[O-],-12,0,0,-2,5,96,0,-1.2,0,4
CCN(CC(=O)Nc1c(F)cccc1F)C(=O)CCOc1ccc(C)cc1,-1,1,0,-14,8,100,6,-1.9,0,-2
COc1ccc(CNc2cc(C)nc3ccc(OC)cc23)cc1,-34,-5,4,11,10,107,-14,0.0,-2,7
COc1cc(CCCN[C@H](CN)Cc2ccccc2)cc(OC)c1OC,-19,7,5,-4,4,101,-2,-0.9,1,2
COc1ccccc1N1CCN(Cc2nc3ccccc3c(=O)n2CC(C)=O)CC1,5,16,1,-13,-10,92,-5,-0.1,-1,5
Cc1cccc(S(=O)(=O)NC(=O)C2(C)CCN2C(=O)Cc2cc(F)ccc2F)c1 (stereo not given),7,4,.,-6,-3,99,-1,-0.3,1,2
CC1C(=O)N2CCCc3cc(NS(C)(=O)=O)cc1c32 (stereo not given),8,4,2,2,6,95,1,-1.9,1,3

# Looked up by compound from the list above:
SMILES,NCOA2 inhibitor,Cardio protect,TLR9-MyD88 block,NOD2 RIPK2 PPI,MC4R antag cAMP,ABCB6 inh MLPCN,m5-HT2A agonist,MC4R ag barr,Glyco luc inh,ABHD5-PLIN5 inh
O=C(CNC(=O)c1cnccn1)Nc1ccc(F)c(F)c1F,-5,3,-1,-1,7,98,6,2.0,-1,2
Cc1cccc(S(=O)(=O)NC(=O)C2(C)CCN2C(=O)Cc2cc(F)ccc2F)c1 (stereo not given),7,4,.,-6,-3,99,-1,-0.3,1,2

# (next part)
SMILES,NCOA2 inhibitor,Cardio protect,TLR9-MyD88 block,NOD2 RIPK2 PPI,MC4R antag cAMP,ABCB6 inh MLPCN,m5-HT2A agonist,MC4R ag barr,Glyco luc inh,ABHD5-PLIN5 inh
CCN(c1ccccc1)P(=O)(Nc1ccccc1)Nc1ccccc1,-8,-2,4,4,1,101,0,-3.3,-1,1
O=C(O)c1ccc(N/N=C/c2cc3c(cc2[N+](=O)[O-])OCO3)cc1,-34,3,-4,-11,-14,101,4,-2.4,-3,5
COc1ccccc1CC(=O)NCc1csc(-c2cccs2)n1,-36,4,.,-4,4,98,-1,0.0,1,6
CCOC(=O)C1=NN(C(=O)c2ccco2)C2(CC2)C1,-19,72*,-9,-2,11,106,0,2.7,0,12
Cc1ccc(NC(=O)C(C)NS(=O)(=O)c2ccc(F)cc2)cc1C (stereo not given),24,7,1,-8,3,102,4,-0.3,1,2
Cc1cc(C)c(S(=O)(=O)NCc2cn3c(C)csc3n2)cc1C,5,0,-4,-12,-2,100,5,0.2,2,5
O=C(CC1COc2ccccc2O1)NCc1ccccc1 (stereo not given),-5,-1,-3,-5,7,94,-1,0.8,1,2
Cc1c(C(=O)OCC(=O)NCCc2ccc(S(N)(=O)=O)cc2)oc2ccccc12,-4,-5,-1,-16,0,91,-3,-1.9,1,-2
COC(=O)CCCC1=CC2=C(c3ccccc3)C(=O)C(C)(OC(=O)C3CCCC3)C(=O)C2=CN1C(CO)CO (stereo not given),3,-3,0,-3,-3,101,5,0.2,-1,3
CC1(C)CC(=O)C2=C(C1)N(Cc1ccccc1)C(=O)C2(NC(=O)C(C)(C)C)C(F)(F)F (stereo not given),21,8,-9,2,14,92,0,-0.4,-1,-4
O=C(NN1S(=O)(=O)c2ccccc2S1(=O)=O)c1ccc(Br)cc1,-9,-1,-3,2,-2,98,7,-3.3,2,3
Cc1ccnc(SCC(=O)Nc2sc3c(c2C#N)CCCC3)n1,5,-34,-4,15,-1,93,1,-0.6,-1,-6
C=CCn1c(COc2cccc(C)c2C)nnc1SCC(=O)N1CCN(c2ccccc2)CC1,0,-3,-2,3,-6,99,5,2.7,-4,9
Cn1c(SCC(=O)C(C)(C)C)nnc1-c1ccc(F)cc1,-16,-3,1,0,-2,105,1,-1.6,1,-13
CN(C)C1=NC[C@H](Cc2ccccc2)N1CC1CCCCCC1,-2,-9,-8,2,5,98,-4,0.5,0,12
CNC(=O)COC(=O)[C@@H](Nc1ccc(S(=O)(=O)N2CCOCC2)cc1[N+](=O)[O-])C(C)C,-7,3,7,-2,0,101,5,-1.9,-2,1
COCCSc1nnc(NC(=O)COC)s1,-26,2,-6,-2,0,96,1,-2.1,2,-7
CCN1CCCc2cc(CN(CCN3CCOCC3)C(=S)Nc3cccc(OC)c3)ccc21,3,1,6,-7,1,95,-4,0.5,-9,7
O=C(Cc1cccc2ccccc12)NNC(=O)Nc1ccc(Cl)cc1,7,-10,.,-2,4,99,2,-0.2,3,-4
CC1CCC(C(=O)NC(C(=O)NCc2cccnc2)C(C)C)CC1 (stereo not given),-1,-6,-1,6,16,100,1,-1.2,1,-1
CCOC(=O)c1nn(-c2ccc(Br)cc2)cc1C(=O)c1cccc2ccccc12,-27,-5,-5,-15,1,88,3,-1.1,-14,1
